PfG6PD inh: PfG6PD enzyme inhibitors, primary screen, biochemical, fluorescence intensity, uHTS. inhibition, % at 20 µM. glucose-6-phosphate dehydrogenase-6-phosphogluconolactonase (Plasmodium falciparum 3D7). PfGluPho enzyme, NADPH resazurin-diaphorase fluorescence. actives 0.78% (n = 350,000);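 active means inhibition reaching at least a set limit at 20 µM in the primary screen, cut at about 59% in these data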;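 further: 0% = DMSO wells with substrate and 100% = DMSO wells lacking glucose-6-phosphate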
SENP8 block-1: human SENP8 protease inhibitors, primary screen, biochemical, fluorescence, Nedd8 protein substrate, uHTS. Sentrin-specific protease 8 (Homo sapiens), Q96LD8. recombinant SENP8. inhibition, % at 20 µM. actives 0.64% (n = 360,000). AID 602440, 2012; in the data active means inhibition mostly above about 40%, no sharp cut-off; inactive means mostly below about 27%
SENP7 inh: SENP7 protease inhibitors, primary screen, biochemical, luminescence, uHTS; actives 1.5% (n = 330,000); recombinant SENP7, Z-RLRGG-aminoluciferin luminescence, 40 min; AID 434973, 2010; inhibition, % at 5 µM;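 active means inhibition above about 50% at the single test dose, limit read from the data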;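 further: plate controls were DMSO with enzyme for no effect and no enzyme buffer wells for full effect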
Target sequence (Q9BQF6 706-1050 limits assumed): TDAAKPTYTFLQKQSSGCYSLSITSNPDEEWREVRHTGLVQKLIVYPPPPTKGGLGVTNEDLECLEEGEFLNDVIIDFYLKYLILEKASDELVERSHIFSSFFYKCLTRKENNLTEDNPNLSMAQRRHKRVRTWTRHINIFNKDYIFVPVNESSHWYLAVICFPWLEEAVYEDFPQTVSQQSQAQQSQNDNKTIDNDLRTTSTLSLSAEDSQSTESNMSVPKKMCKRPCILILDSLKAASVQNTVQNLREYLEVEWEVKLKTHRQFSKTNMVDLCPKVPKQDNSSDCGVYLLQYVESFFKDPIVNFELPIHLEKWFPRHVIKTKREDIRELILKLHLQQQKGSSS
SENP6 block: SENP6 protease inhibitors, primary screen, biochemical, luminescence, uHTS | Recombinant SENP6 catalytic domain, aminoluciferin luminescence | inhibition, % at 10 µM | actives 1.8% (n = 330,000) | AID 2599, 2010;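 active means inhibition above about 50% at the single tested dose, limit read from the data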;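 further: plate controls were DMSO wells with enzyme for no effect and DMSO wells lacking enzyme for full effect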
Target sequence (Q9GZR1 628-1112 limits assumed): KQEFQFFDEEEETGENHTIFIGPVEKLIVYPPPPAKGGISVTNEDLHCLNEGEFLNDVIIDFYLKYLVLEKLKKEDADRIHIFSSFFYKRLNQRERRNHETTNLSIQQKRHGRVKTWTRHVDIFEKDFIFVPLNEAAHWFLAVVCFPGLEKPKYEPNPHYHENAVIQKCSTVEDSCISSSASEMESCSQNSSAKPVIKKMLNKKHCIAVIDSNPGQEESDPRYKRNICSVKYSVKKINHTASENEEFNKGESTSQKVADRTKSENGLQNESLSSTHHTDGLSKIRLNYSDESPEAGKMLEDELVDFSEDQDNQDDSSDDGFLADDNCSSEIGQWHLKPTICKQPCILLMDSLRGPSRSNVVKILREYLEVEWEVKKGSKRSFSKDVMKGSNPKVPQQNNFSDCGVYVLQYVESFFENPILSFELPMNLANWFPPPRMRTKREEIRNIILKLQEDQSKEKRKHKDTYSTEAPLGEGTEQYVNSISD
SENP1 inh: human SENP1 catalytic domain inhibitors, primary screen, biochemical, FRET, uHTS. Sentrin-specific protease 1 (Homo sapiens), Q9P0U3. recombinant SENP1 catalytic domain, CyPet-SUMO1-YPet FRET cleavage. inhibition, % at 10 µM. actives 0.21% (n = 360,000);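 active means inhibition at least 30% at 10 µM, raw YFP signal under a set limit, fluorescence ratio 0.5 to 1.5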;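 further: 0% = enzyme with DMSO and 100% = no enzyme wells; some results filed as inactive read as strong as hits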
Target sequence (Q9P0U3 419-644 limits assumed): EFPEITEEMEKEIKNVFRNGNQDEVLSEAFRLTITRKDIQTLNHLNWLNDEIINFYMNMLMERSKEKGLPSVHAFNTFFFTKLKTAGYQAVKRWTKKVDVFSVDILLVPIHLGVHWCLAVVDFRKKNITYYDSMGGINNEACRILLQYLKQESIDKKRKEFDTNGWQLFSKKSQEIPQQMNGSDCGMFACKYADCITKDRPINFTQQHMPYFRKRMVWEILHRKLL
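Material: hSENP1 catalytic domain, recombinant; medium: Tris pH 8 with BME, BSA, NP40 and catalase; compound: single concentration of 10 µM compound, 0.5% DMSO final; technique: FRET read of cyan and yellow fluorescence; timing: 50 min enzyme reaction, room temperature, light-protected; reagent: SFCypet-SUMO1-SFYpet substrate at 25 nM; control set: no-enzyme low, enzyme-DMSO high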
NLRP3 yeast inh: NALP3 inflammasome inhibitors in reconstituted yeast, primary screen, luminescence, uHTS; Yeast reconstituted NLRP3/ASC/caspase-1, beta-gal luminescence, 24 h; inhibition, % at 10 µM; actives 0.39% (n = 330,000); AID 2825, 2010;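 active means inhibition of 50% or more; inactive means inhibition below 50%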;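 further: plate controls were induced DMSO wells for no effect and uninduced yeast grown without galactose for full effect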
Apaf-1 inh: inhibitors of human Apaf-1 apoptosome, primary screen, biochemical, DEVD-Rh110 fluorescence, uHTS; Apoptotic protease-activating factor 1 (Homo sapiens), O14727; reconstituted apoptosome caspase-3 activity; inhibition, % at 20 µM; actives 0.71% (n = 330,000); active means inhibition of at least 40% at 20 µM;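 further: plate controls were DMSO wells for no effect and DEVD-CHO caspase inhibitor wells for full effect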
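Material: reconstituted apoptosome with Apaf-1, cytochrome c, caspase-9, procaspase-3, dATP / Buffer or medium: pH 7.5 Hepes buffer with CHAPS, BSA, DTT / Also added: cytochrome c with DEVD-Rh110 / Schedule: compound with Apaf-1, dATP, procaspase-3 30 min, then 50 min reaction, room temperature / Technique: rhodamine 110 fluorescence at Ex 480/Em 540 nm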
SENP8 block-2: SENP8 protease inhibitors, primary screen, biochemical, luminescence | inhibition, % at 10 µM | actives 1.2% (n = 330,000) | purified SENP8, Z-RLRGG-aminoluciferin cleavage | Sentrin-specific protease 8 (Homo sapiens), Q96LD8 | AID 2540, 2010; in the data active means inhibition above about 50%
HKDC1 inh: HKDC1 hexokinase inhibitors, primary screen, biochemical, fluorescence, uHTS; inhibition, % at 20 µM; AID 493160, 2011; recombinant HKDC1, G6PDH/diaphorase resazurin coupled fluorescence; actives 0.16% (n = 340,000); Q2TB90;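 active means inhibition above about 35% when tested at 20 µM, limit read from the data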;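 further: plate controls were DMSO wells with enzyme for no effect and DMSO wells lacking enzyme for full effect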
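Assay system – recombinant HKDC1 (HK5) hexokinase enzyme, produced in-house · Input – HKDC1 at 5 µg/mL · Reagent – glucose plus 1 mM ATP as hexokinase substrates · Timing – 90 min reaction incubation at room temperature, dark · Measured by – G6PDH/diaphorase-coupled fluorescence, 1 mM NADP, 100 µM resazurin, 525/613 nm · Benchmarks – DMSO-enzyme wells negative, buffer-substituted wells positive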
* = called active by the depositor; i = inactive; x = no result given; & = joins results of further samples. Random draw from the library; about 4.1% have a hit in one of these screens.

Sequence of screens: SENP1 inh	PfG6PD inh	SENP8 block-2	NLRP3 yeast inh	HKDC1 inh	SENP6 block	Apaf-1 inh	SENP7 inh	SENP8 block-1
O=C(CSc1nnnn1-c1ccc(C(=O)O)cc1)NC1CCCCC1
→ 0	-11	2	17	-4	-20	-3	6	10
O=C(Cn1cnc2ccccc21)N/N=C/c1ccccn1
→ 2	10	8	-2	4	0	2	10	18
CC(C)CN(C(=O)COC(=O)C12CC3CC(CC(C3)C1)C2)c1c(N)n(Cc2ccccc2)c(=O)[nH]c1=O
→ -5	-4	-5	19	-1	4	17	5	10
Cc1ccc(C)c(NS(=O)(=O)c2ccc3[nH]c(=O)[nH]c3c2)c1
→ 2	-4	0	11	13	5	-3	3	8
CCn1c(SCc2ccc(C#N)cc2)nnc1-c1ccc(S(=O)(=O)N2CCCCC2)cc1
→ 0	-8	-4	-8	-1	-12	21	0	-1
CCCCn1c(N)c(N(CCOC)C(=O)CCNC(=O)c2ccc(Cl)cc2)c(=O)[nH]c1=O
→ -36	0	11	17	-1	-15	1	1	-23
COc1ccc(C(=O)N2CCCC(C(=O)O)C2)c2ccccc12 (stereo not given)
→ -2	-13	4	11	-2	1	-8	-1	-4
O=C(CN1CCN(c2ccccc2F)CC1)c1c[nH]c2ccccc12
→ -16	-5	1	25	8	0	3	-3	-5
CCOc1ccc(CN(C(=O)c2cc3ccccc3oc2=O)C2CC2)cc1
→ -3	1	-10	27	3	1	9	-1	0
Cc1cnnc2c1-c1no[n+]([O-])c1CC2
→ 2	-4	-6	2	-6	-8	-4	-10	7
COc1ccc(CNc2nc3ccccc3n2CCN2CCCCC2)c(OC)c1
→ 0	-7	2	13	-7	9	15	-1	7
COc1cccc(/C=N/n2c(SC)nnc2-c2ccccc2)c1O
→ 7	-3	-3	16	-4	0	8	8	-221
CCN(CC)S(=O)(=O)c1ccc(N2CCCCC2)c(NC(=O)/C(C#N)=C/c2ccc(OC)cc2)c1
→ -8	2	-1	9	-6	-9	13	-1	-4
O=C1c2ccccc2-c2n[nH]c(=O)c3ccc(N4CCCCC4)c1c23
→ -3	26	25	25	17	19	24	3	24
CCOC(=O)c1ccccc1NC(=O)COC(=O)CCCOc1ccccc1
→ 1	12	-11	5	0	-10	19	7	-10
Fc1cccc(C2CC(c3cccc(Br)c3)Nc3nnnn32)c1 (stereo not given)
→ 0	9	-1	3	2	-24	20	-3	31
C/C(CCC(C)C)=N\NS(=O)(=O)c1ccc(C)c([N+](=O)[O-])c1
→ 2	0	5	-2	-1	9	-7	7	28
Cc1nc(CS(=O)(=O)c2ccccn2)sc1C(=O)NNC(=O)c1ccccc1
→ -4	-3	-2	-8	2	-7	-14	-7	-5
CNC(=S)N(Cc1ccccc1)Cc1cccnc1
→ 3	1	-6	31	-7	-32	-6	-2	11
O=C(CSc1nnc(CNC(=O)c2c(F)cccc2F)o1)Nc1ccc2c(c1)OCCO2
→ 2	-11	-5	10	-7	-11	-2	13	5
Cc1cccc(NC(=O)Cn2cnc3ccc(S(=O)(=O)N4CCC(C)CC4)cc3c2=O)n1
→ -17	15	1	9	-1	-8	7	4	-24
N/C(=N\C(=S)Nc1ccccc1)c1ccccc1
→ 9	-8	22	28	-1	41	9	19	24
COC(=O)[C@@]1(C)[C@H]2C(=O)N(Cc3ccccc3)C(=O)[C@H]2[C@H]2CN=C(SCc3ccc(C)cc3)N21
→ 1	4	x	x	2	x	13	1	3
COC(=O)c1cc2nc(-c3ccc(OC)c(OC)c3)cc(C(F)(F)F)n2n1
→ -18	8	7	-2	5	9	-1	0	-492
CCN1CCN(c2ccc(S(=O)(=O)N3CCCCC3)cc2NC(=O)/C=C/c2ccc(OC(F)F)cc2)CC1
→ 2	7	-14	25	-3	-16	52*	-10	10
O=C(Nc1cccc(S(=O)(=O)NC2=NCCC2)c1)c1ccc(F)cc1F
→ -1	-2	0	35	0	-2	2	1	5
CCC(=O)n1nc(-c2ccco2)nc1SCc1ccccc1
→ -2	10	-7	10	4	-6	9	-1	18
Nc1nc(CN2CCc3ccccc3C2)nc(Nc2ccccc2)n1
→ -6	9	9	7	-4	4	39	12	25
COCCN(CCOC)c1ncc(Cl)c(C(=O)c2c(C)cc3ccccn23)n1
→ 1	-14	1	8	6	2	-1	6	10
Nc1ccc(C#Cc2ccc3oc4ccccc4c(=O)c3c2)cc1
→ 3	14	11	21	4	17	12	18	-14

Single records (already shown). Values in the order: SENP1 inh, PfG6PD inh, SENP8 block-2, NLRP3 yeast inh, HKDC1 inh, SENP6 block, Apaf-1 inh, SENP7 inh, SENP8 block-1
Cc1ccc(C)c(NS(=O)(=O)c2ccc3[nH]c(=O)[nH]c3c2)c1 is listed with 2, -4, 0, 11, 13, 5, -3, 3, 8
O=C(CN1CCN(c2ccccc2F)CC1)c1c[nH]c2ccccc12 is listed with -16, -5, 1, 25, 8, 0, 3, -3, -5
COCCN(CCOC)c1ncc(Cl)c(C(=O)c2c(C)cc3ccccn23)n1 is listed with 1, -14, 1, 8, 6, 2, -1, 6, 10

Next part.
Sequence of screens: SENP1 inh	PfG6PD inh	SENP8 block-2	NLRP3 yeast inh	HKDC1 inh	SENP6 block	Apaf-1 inh	SENP7 inh	SENP8 block-1
CCN(C(=O)COC(=O)c1cc(OC)c(OC)cc1[N+](=O)[O-])C1CCS(=O)(=O)C1 (stereo not given)
→ 5	0	-8	-11	0	0	-9	-9	14
O=C1OC(Nc2cc(Br)cc3cccnc23)c2ccccc21 (stereo not given)
→ 0	1	-4	15	2	94*	97*	92*	41*
O=C(CCl)Nc1ccccc1C(=O)c1ccccc1
→ 5	2	-6	3	4	-7	2	2	8
Cn1c(C(=O)N2CCN(c3cccc(C(F)(F)F)c3)CC2)cc2sccc21
→ -4	28	-8	-22	6	0	10	9	3
Cc1cc(C)c2oc(-c3ccc(Cl)c(NC(=O)c4ccc(C#N)cc4F)c3)nc2c1
→ -1	-1	-5	0	-1	-8	6	-6	-478
O=C(OCC(=O)N1CCCCC1)c1cc(NS(=O)(=O)c2ccc(Cl)c([N+](=O)[O-])c2)ccc1O
→ -1	-34	-11	-7	14	-26	9	-7	12
COc1ccc(-c2nc(N3CCOCC3)nc3n[nH]c(N)c23)cc1
→ 1	0	1	21	1	-2	0	1	13
COc1ccccc1-c1c(-c2ccc(O)cc2O)n[nH]c1C(F)(F)F
→ 1	11	4	13	2	27	-15	6	-11
CC(C)(C)NC(=O)Cn1nnc(-c2ccc(OCc3c(F)cccc3Cl)cc2)n1
→ 2	4	-10	12	-4	0	19	-2	4
CCOc1ccccc1OCCCC(=O)N1CCN(S(=O)(=O)c2ccc(Cl)cc2)CC1
→ -1	-4	x	x	-3	x	x	x	8
O=C1C(Cc2ccccc2)Nc2ncnc(N3CCOCC3)c2N1Cc1ccc(Cl)cc1 (stereo not given)
→ -5&1	7	1	2	5	-4	13	2	-26&4
Nc1nc(-c2cccnc2)nn1S(=O)(=O)c1ccccc1
→ 0	0	-12	1	-6	-22	3	-16	10
COc1ccc(NC(=O)CN2CCN(c3ccccc3)CC2)cc1
→ 4	5	-10	3	3	-16	1	-3	19
Cc1cc(S(=O)(=O)NCc2ccco2)c(C)s1
→ 1	-4	4	0	-2	8	-5	11	25
Cc1nnc(C)c2c(C)n(-c3ccc(Cl)c(N)c3)c(C)c12
→ 9	32	3	2	5	4	17	-11	-2
CCC(=O)N1CCc2cc(S(=O)(=O)N3CCc4ccccc4C3)ccc21
→ 1	-8	-6	-1	0	-19	12	-12	10
Cc1ccc(NC(=O)C(C)Sc2nc(-c3ccccc3)cc(=O)[nH]2)cc1 (stereo not given)
→ 1	-20	-6	3	1	-6	9	-2	12
C=C(C)CN1CCN(S(=O)(=O)c2ccc(C)c(N(C)S(=O)(=O)c3ccc(C)cc3)c2C)CC1
→ 2	-5	-4	18	6	-13	11	2	25
COc1ccc(/C=N/NC(=O)c2cccnc2)cc1CN1CCCc2ccccc21
→ -3	6	2	20	-6	-4	7	4	-4
CCN(C(=O)COC(=O)c1n[nH]c2ccccc12)C1CCS(=O)(=O)C1 (stereo not given)
→ 2	-5	-2	13	-7	-15	1	1	0
COc1ccc(NC(=O)C2=C(C)NC(=O)NC2c2cccs2)c(OC)c1 (stereo not given)
→ 1	4	1	3	-13	-12	5	1	4
CCn1c(Cc2ccccc2)nnc1SCC(=O)Nc1cc(C)on1
→ -1	-2	-1	5	-8	-14	1	-3	6
CC(=O)NC(CC(=O)N(C)Cc1c(F)cccc1Cl)c1ccccc1 (stereo not given)
→ 0	-16	-4	12	-4	-5	-13	-3	2
COCCNC(=O)C(c1ccc(C)cc1)N(C(=O)CCC(=O)Nc1ccccn1)c1ccc(F)cc1 (stereo not given)
→ 0	-17	-2	17	6	-4	4	4	15
CCOc1ccccc1-n1c(SCC(=O)N2CCCC2)nnc1-c1ccc(O)cc1
→ 2	41	8	-1	-13	-10	-11	0	19
Cc1ccccc1-n1nc(C)c2cc(C(=O)N3CCN(S(=O)(=O)c4ccc(F)cc4)CC3)sc21
→ 2	3	-2	7	4	-1	10	-3	15
O=C(Cn1cnc2ccccc2c1=O)N1CCc2ccccc2C1
→ 2	13	1	18	9	12	-6	10	6
Cc1cc(NC(=O)Nc2ccc3c(ccn3C)c2)sn1
→ 9	3	4	11	2	-6	6	-7	-6
CCc1ccccc1NC(=O)[C@@H]1CCC(=O)N1C1OC(=O)c2ccccc21 (stereo not given in full)
→ 3	6	-7	1	-6	-19	-3	8	39
CN(C)c1ccc(-n2cccc2)cc1
→ 1	14	-10	8	-2	-26	4	-2	12
C#Cc1ccc(CN2CCC(C(=O)Nc3ccc(Oc4ccccc4)nc3)CC2)cc1
→ -2	2	7	14	5	5	11	-7	4
O=C(/C=C/c1ccc([N+](=O)[O-])cc1)NCc1cccnc1
→ 1	-1	-3	9	0	7	-6	-9	14
COc1cc(OC)cc(-n2c3nc4ccccc4nc3c3c(=O)n(CC4CCCO4)cnc32)c1 (stereo not given)
→ x	1	8	8	2	18	3	17	x
CC(NC(=O)C1=CC=CN2CCS(=O)(=O)N=C12)c1ccc(Cl)cc1Cl (stereo not given)
→ -2	-4	4	5	-1	6	-3	-2	i
